# Ba/F3 V617F tox: loss of viability in JAK2V617F-driven Ba/F3 cells. Ba/F3 EpoR-JAK2V617F viability, ATP luminescence. inhibition, % at 5.6 µM. hit rate 1.1% among 220,000;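 active means inhibition above the campaign mean plus 3 SD over all tested compounds, cut at about 24% in these data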;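 further: cytokine-independent growth of Ba/F3 cells driven by EpoR plus mutant JAK2; 0% = DMSO-treated cells and 100% = JAK inhibitor I control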
# RBBP9 inh: inhibitors of human serine hydrolase RBBP9. AID 1515. hit rate 0.2% among 220,000. inhibition, % at 7.94 µM. recombinant RBBP9, FP-Rh probe fluorescence polarization. O75884;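 active means inhibition above the campaign mean of all tested compounds plus 3 SD, cut at about 14% in these data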;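 further: plate controls were DMSO wells with RBBP9 for no effect and wells lacking RBBP9 protein for full effect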
# Target sequence (O75884 whole entry, looked up): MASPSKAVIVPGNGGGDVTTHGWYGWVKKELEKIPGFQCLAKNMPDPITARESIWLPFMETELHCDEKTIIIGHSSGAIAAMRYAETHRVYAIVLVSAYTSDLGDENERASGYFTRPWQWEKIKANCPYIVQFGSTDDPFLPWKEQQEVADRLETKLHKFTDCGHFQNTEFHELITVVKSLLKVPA
#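 Material: RBBP9 protein. Amount: RBBP9 at 2.5 µM in dispensed solution, before mixing. Schedule: 30 min then 45 min, 25 °C. Medium: Tris buffer pH 8.0, NaCl, Pluronic. Measured by: fluorescence polarization. Measure: percent inhibition from mP, scaled between DMSO and no-protein wells. Replication: one well per compound.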
# Wee1 stabilizer: human Wee1 degradation inhibition, primary screen. HeLa Luc-Wee1K328M stability, luciferase luminescence; 100% = proteasome inhibitor MG132 effect. reporter increase, % at 5 µM. hit rate 1.2% among 220,000. AID 1321;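 active means activation above the mean of all tested compounds plus 3 SD, set per screening run, cut at about 8.8% in these data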;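 further: cells exposed to compound for 20 h before luminescence read; 0% = DMSO alone and 100% = MG132 at 30 µM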
# BaF3 tox: counter-screen for JAK2V617F inhibitors: parental Ba/F3 viability inhibitors; CellTiter-Glo ATP luminescence; inhibition, % at 5.6 µM; hit rate 1.1% among 220,000; AID 1486;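 active means inhibition above a per-campaign cutoff, the mean inhibition of all tested compounds plus 3 SD, cut at about 27% in these data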;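 further: 0% = DMSO wells and 100% = JAK Inhibitor I control wells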
# PPC-1+TRAIL kill: kills PPC-1 cancer cells in the presence of TRAIL; PPC-1 cells + TRAIL, ATPLite viability luminescence; cell killing (% activity), % at 4 µM; hit rate 0.41% among 220,000; AID 1443;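 active means cell killing above 50% in the first pass at 4 µM, then a duplicate retest at 5 µM averaging 50% or more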;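 further: plate controls were cells with TRAIL plus DMSO for no effect and medium-only wells lacking cells for full effect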
# TNF death inh: TNF-alpha cell death inhibition in Jurkat FADD-/- cells. Jurkat FADD-/- TNF necroptosis rescue, ATP luminescence, 24 h; 0 = TNF only, 100 = no-TNF cells. activation (protection from cell death), % at 10 µM. hit rate 0.068% among 220,000. AID 463075;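 active means activation, meaning protection from cell death, of at least 50% relative to plate controls; inactive means activation below 50%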;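 further: necroptosis triggered by 40 ng/mL TNF-alpha added together with compound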
# CHOP inh: inhibitors of CHOP induction in ER stress response; CHO-K1 CHOP-promoter luciferase, tunicamycin-induced, 15-18 h; inhibition, % at 10 µM; hit rate 3.8% among 220,000; AID 2732;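 active means compounds that reduced the stress-induced luciferase reporter signal by more than about 70% of percent inhibition, limit read from the data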;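 further: 0% = tunicamycin plus vehicle and 100% = wells without tunicamycin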
# zfTRPN1 agonist: zebrafish TRPN1 (NompC) channel agonism. AID 1424. HEK293 zebrafish TRPN1-YFP, Fluo-8 calcium fluorescence; 100% = response to 87 µM carbachol. activation, % at 3 µM. hit rate 0.18% among 220,000;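 active means activation above its plate's cutoff, the mean activation of test wells on that plate plus 3 SD, cut at about 19% in these data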;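 further: 0% = DMSO alone and 100% = 87 µM carbachol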
#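 Assay system: Zebrafish TRPN1-YFP in HEK293 cells | Incubation: Dye loading 1 h at 37 °C, then 30 min room temperature | Measured by: Kinetic Fluo-8 fluorescence, ex 470-495, em 515-575 nm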
# TRPML3 agonist: agonists of human TRPML3 channel; activation, % at 3 µM; AID 1448; HEK293 TRPML3-YFP, Fluo-8 calcium fluorescence; 100% = the carbachol control signal; hit rate 0.29% among 220,000;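 active means activation above its plate's cutoff, the mean activation of the plate's test wells plus 3 SD, cut at about 12% in these data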;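 further: 0% = DMSO only wells and 100% = carbachol wells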
# Target sequence (Q8TDD5 whole entry, looked up): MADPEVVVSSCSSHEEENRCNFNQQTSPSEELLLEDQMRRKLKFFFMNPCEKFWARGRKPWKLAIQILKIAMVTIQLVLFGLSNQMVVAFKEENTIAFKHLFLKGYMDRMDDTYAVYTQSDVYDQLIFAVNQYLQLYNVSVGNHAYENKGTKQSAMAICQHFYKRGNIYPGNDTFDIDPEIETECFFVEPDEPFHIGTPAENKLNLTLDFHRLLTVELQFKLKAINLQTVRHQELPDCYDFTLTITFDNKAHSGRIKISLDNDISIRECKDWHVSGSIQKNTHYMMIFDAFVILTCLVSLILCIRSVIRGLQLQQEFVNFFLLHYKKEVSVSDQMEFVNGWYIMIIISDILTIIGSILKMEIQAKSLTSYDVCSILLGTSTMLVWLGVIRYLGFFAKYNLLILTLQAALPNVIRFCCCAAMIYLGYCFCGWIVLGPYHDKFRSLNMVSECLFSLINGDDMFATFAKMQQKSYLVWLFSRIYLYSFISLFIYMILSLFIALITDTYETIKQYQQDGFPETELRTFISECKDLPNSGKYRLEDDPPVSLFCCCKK
#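 system = HEK293 cells stably carrying human TRPML3-YFP | doses = one concentration, 3 µM nominal, 0.3% DMSO | timing = dye loading 1 h 37 °C then 30 min ambient, 125 s read | detection = Fluo-8 calcium dye fluorescence, ex 470-495, em 515-575 nm | benchmarks = high control carbachol 87 µM, low control DMSO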
# Active calls of the source: *; . = not tested or not shown.
# The first three entries, to show the layout:
SMILES,Ba/F3 V617F tox,RBBP9 inh,Wee1 stabilizer,BaF3 tox,PPC-1+TRAIL kill,TNF death inh,CHOP inh,zfTRPN1 agonist,TRPML3 agonist
CCC(C)c1c(O)nc(SCC(=O)Nc2ccccc2)[nH]c1=O (configuration not stated),-3.8,-5.3,1.2,1.8,-5.5,2.2,23.4,-0.1,0.3
COc1ccccc1NC(=O)CSc1ccc2nnc(-c3cccnc3)n2n1,2.2,-4.8,2.6,6.8,.,0.2,20.8,1.2,0.4
COc1ccc(-c2nnc(SCc3cccnc3)o2)cc1,0.2,-3.7,2.2,3.6,12.4,1.7,8.9,0.4,0.3

# Main list, previewed entries included:
SMILES,Ba/F3 V617F tox,RBBP9 inh,Wee1 stabilizer,BaF3 tox,PPC-1+TRAIL kill,TNF death inh,CHOP inh,zfTRPN1 agonist,TRPML3 agonist
CCC(C)c1c(O)nc(SCC(=O)Nc2ccccc2)[nH]c1=O (configuration not stated),-3.8,-5.3,1.2,1.8,-5.5,2.2,23.4,-0.1,0.3
COc1ccccc1NC(=O)CSc1ccc2nnc(-c3cccnc3)n2n1,2.2,-4.8,2.6,6.8,.,0.2,20.8,1.2,0.4
COc1ccc(-c2nnc(SCc3cccnc3)o2)cc1,0.2,-3.7,2.2,3.6,12.4,1.7,8.9,0.4,0.3
O=S(=O)(c1cccs1)N1CCN(CC(O)COc2cccc(Br)c2)CC1 (configuration not stated),-1.2,3.1,-2.0,1.9,16.1,-0.3,7.9,3.4,1.8
CC1CCC(C(C)C)C(OC(=O)CSc2n[nH]c(=O)[nH]c2=O)C1 (configuration not stated),0.2,-7.4,0.4,0.1,13.7,1.1,6.0,0.2,-0.3
Cc1cccc(-c2c3c(=O)n(C)c(=O)n(C)c3c3cccnn23)c1,-2.3,3.1,-0.9,0.0,-7.3,-7.0,38.2,-0.3,0.4
CCOC(=O)C1=CN(c2cccc(F)c2)C=C(C(=O)OCC)C1c1cc(OC)c(O)c([N+](=O)[O-])c1,-2.5,-11.3,-1.6,0.1,1.8,-5.5,42.7,2.5,-0.1
COc1ccc(C(C)=O)c(Oc2nc(CN3CCOCC3)nc3scc(-c4cccs4)c23)c1,-0.4,0.5,1.7,5.8,8.8,0.4,29.2,1.1,0.6
COc1ccc(C(=O)CNC2=NCCC2)cc1,1.0,-5.5,-0.4,4.5,17.6,0.3,5.2,0.6,1.1
NNC(=O)COc1ccccc1F,-2.7,-3.4,-0.3,1.5,7.8,1.4,26.3,0.1,0.5
COc1ccc2cc(CCNC(=O)C(C)(C)C)c(=O)[nH]c2c1,0.6,-2.1,0.6,3.5,-0.5,0.0,17.5,0.6,1.1
O=c1c2ccccc2nc(/C=C/c2c[nH]c3ccccc23)n1CCO,1.7,-5.6,3.1,10.8,10.1,-4.5,-2.6,5.4,2.5
CC(C)c1nnc(NC(=O)CSc2ncn[nH]2)s1,-0.8,-2.7,1.8,2.6,26.8,-0.8,48.6,0.7,-0.5
O=C(Nc1ccc(C(=O)N2CCCC2)cc1)c1ccccc1F,2.5,-1.5,1.3,8.2,10.7,-3.8,17.3,0.7,-0.3
COc1ccccc1NC(=O)c1c(NC(=O)CCC(=O)O)sc2c1CCCCC2,-1.1,-4.4,8.3,3.3,18.7,2.2,5.7,-0.3,1.1
Cc1ccccc1NC(=O)CSc1nnc(C)c(=O)[nH]1,4.0,1.0,-0.1,4.2,28.6,0.4,-4.3,-0.2,0.7
COc1ccc(OC)c(S(=O)(=O)N2CCC(C(=O)NCCC3=CCCCC3)CC2)c1,-1.9,-8.4,0.2,6.0,1.2,1.5,1.8,2.9,0.9
O=C1c2ccccc2NC(c2ccc([N+](=O)[O-])cc2)N1O (configuration not stated),-2.6,-3.4,6.2,2.5,-18.3,1.2,39.6,-1.6,0.7
CCOC(CNc1c([N+](=O)[O-])c(=O)n(C)c(=O)n1C)OCC,0.7,0.6,-1.4,2.3,16.4,1.8,18.3,-0.2,0.3
COc1ncnc2sc3c(c12)CCCC3,-2.3,-8.7,1.6,0.4,16.5,-1.1,54.4,0.9,0.0
Cc1cc2ncn(C(=O)N3CCOCC3)c2cc1C,-1.7,-0.7,3.3,3.0,4.6,-1.7,-18.6,-0.6,0.5
COC(=O)C(O)(CC(=O)Nc1ccc(C)c(F)c1)C(F)(F)F (configuration not stated),-3.4,4.2,1.0,0.4,-9.9,0.9,-0.4,0.2,0.0
COC(=O)C(C)N(C(=O)c1cccc2ccccc12)c1c(C)cccc1C (configuration not stated),-1.5,-9.6,-0.4,0.9,-14.2,-6.1,62.5,-2.3,-1.4
CCO/C(C)=C1/SC(=S)NC1=O,1.8,-8.7,-2.7,0.7,15.7,-0.7,3.3,2.2,1.3
COc1cc(/C=C/c2noc(-c3ccccc3O)n2)cc(OC)c1OC,-2.0,4.7,8.3,4.5,18.1,2.1,53.9,0.5,1.1
# (more compounds)
SMILES,Ba/F3 V617F tox,RBBP9 inh,Wee1 stabilizer,BaF3 tox,PPC-1+TRAIL kill,TNF death inh,CHOP inh,zfTRPN1 agonist,TRPML3 agonist
CCCC(=O)Nc1nc2ccc(NC(=O)c3ccc(Br)o3)cc2s1,2.1,-9.7,9.5*,6.4,14.4,3.9,24.4,0.0,0.2
O=C1OC(c2ccc(F)cc2)=N/C1=C\c1ccc(Br)o1,0.2,-4.0,-3.4,6.7,30.3,1.1,73.1*,2.3,0.6
CCCCn1c(CCC(=O)O)nc2c1c(=O)[nH]c(=O)n2CCC,-1.6,-9.7,4.2,3.7,5.4,-0.4,15.7,0.8,0.2
CN(C)CCN1C(=O)C(=O)/C(=C(/O)c2ccc(F)cc2)C1c1ccccc1F (configuration not stated),1.8,-8.6,0.9,1.8,0.9,0.7,-13.6,-0.5,1.0
COCCNC(=O)C1CCCN(S(=O)(=O)c2c(C)noc2/C=C/c2cccs2)C1 (configuration not stated),4.1,-3.1,2.9,2.3,-1.7,2.3,30.2,1.5,-0.5
Cc1cc(C(=O)Nc2cccc(S(=O)(=O)N3CCCCC3)c2)c2ccccc2n1,2.6,-11.7,3.5,5.2,13.1,-0.7,21.9,-0.9,-0.3
CSc1ncccc1C(=O)OCC(=O)NC(C)C,-1.6,-5.4,6.0,1.0,5.2,0.0,9.6,0.4,0.4
FC(F)(F)c1cc(-c2ccccc2)nc(NC2CCCC2)n1,-2.7,-8.2,6.6,1.4,0.3,1.0,66.7,0.7,0.8
CC(C)(C)c1cc(NC(=O)COC(=O)c2ccc3c(=O)n4c(nc3c2)CCC4)n(-c2ccccc2)n1,-0.1,-1.0,0.1,0.0,17.3,3.3,30.8,0.2,-0.1
O=C1/C(=C\c2ccccc2Cl)SC(=S)N1CCC(=O)N1CCCc2ccccc21,4.2,-8.0,-1.1,6.0,6.8,0.9,-9.8,1.4,-0.1
CC(=O)c1c(C)[nH]c(-c2ccccc2)nc1=S,4.3,-11.9,-0.5,-0.8,11.6,-1.4,-12.8,0.9,0.5
CCn1nc(CCC(=O)O)c2ccccc2c1=O,-4.1,-1.5,-0.9,1.2,-7.9,-1.1,40.5,0.5,1.0
COc1ccc(C2SCCN2C(=S)Nc2cccc(C(F)(F)F)c2)cc1 (configuration not stated),1.7,-1.4,-0.4,7.0,2.7,2.5,54.1,6.2,2.6
COc1ccccc1CNC(=O)COC(=O)Cc1c(F)cccc1Cl,3.5,-3.3,-1.2,8.5,4.1,-0.5,5.9,-2.7,-0.4
Cc1cnc([N+](=O)[O-])n1CCOC(=O)NC(=O)c1ccc(C(F)(F)F)cc1,0.8,-0.4,-2.7,5.9,10.6,0.1,12.4,-0.9,0.1
Cc1cccc(/C=N/NC(=O)NC2CCCCC2)c1,1.8,-8.1,1.9,7.3,10.0,1.5,18.3,-0.4,-0.7
CC1CCCC(NC(=O)CSc2nnc(N)s2)C1C (configuration not stated),2.2,-6.3,-2.1,4.3,14.9,-1.8,64.5,0.5,1.0
Cc1ccc(-c2nnn(CC(=O)N(Cc3ccco3)C(C(=O)NC3CCCC3)c3cccs3)n2)o1 (configuration not stated),-0.4,-2.6,-2.2,4.7,-5.2,-3.8,-2.9,-1.6,-0.8
N#CC1CN(C(c2ccccc2)c2ccccc2)C1,-1.0,2.2,-0.7,0.9,10.5,4.4,5.7,-3.7,0.1
O=[N+]([O-])c1ccccc1/C=C\C=N\N1CCN(c2ccccc2)CC1,-2.9,-7.8,-0.3,1.8,4.9,2.6,9.5,-2.6,-0.4
Cc1cc(C=NCCO)c(C)n1-c1cc(Cl)ccc1Cl,-1.0,-7.5,-1.3,5.1,-1.4,-1.9,43.8,-1.5,-0.4
CCC1Oc2ccccc2N(CC(=O)NCCCN2CCCCC2CC)C1=O (configuration not stated),-3.7,5.7,0.6,0.8,6.1,0.6,-29.6,0.2,0.4
CCn1cc(S(=O)(=O)CC(=O)Nc2ccc3c(c2)OCCO3)c2ccccc21,-4.5,2.9,-0.6,-1.3,17.7,-2.1,18.0,-0.9,0.3
CCOc1ccccc1CNC(=O)CCNC(=O)Cn1ccc2ccccc2c1=O,-1.2,0.5,1.2,2.9,12.9,-0.5,-2.6,-0.7,0.5
COC(=O)c1cccc(NC(=O)c2nn(C)c(=O)c3ccccc23)c1,-2.0,-1.9,-2.1,0.3,38.5,0.5,13.4,0.5,0.2
# New compounds follow:
SMILES,Ba/F3 V617F tox,RBBP9 inh,Wee1 stabilizer,BaF3 tox,PPC-1+TRAIL kill,TNF death inh,CHOP inh,zfTRPN1 agonist,TRPML3 agonist
O=[n+]1c2c(n([O-])c3cc(Br)ccc31)CCC2,0.9,-1.9,-0.6,9.5,11.7,0.5,17.0,-0.1,-0.8
COc1ccccc1NC(=O)CSc1nncn1-c1cccnc1,-4.5,-7.2,0.0,0.2,-27.4,-0.4,-8.4,-0.2,0.6
COc1cc(OC)cc(C(=O)Nc2ccccc2NC(C)=O)c1,1.4,-7.2,1.6,8.0,17.9,-3.5,-15.4,0.7,0.2
COc1ccccc1N(C)S(=O)(=O)c1ccc(C(=O)NC(C)(C)C)cc1,-2.3,-5.7,0.4,4.8,28.3,3.4,-10.8,-0.4,0.5
CN(C)S(=O)(=O)c1ccc(Cl)c(C(=O)OCC(=O)NC(=O)c2cccn2C)c1,0.9,-4.6,-2.7,1.7,11.1,0.7,-2.5,1.4,1.1
COc1ccccc1OCCC(=O)OCC(=O)NC(C)c1ccccc1 (configuration not stated),-2.3,-6.0,2.8,6.0,16.7,1.8,20.7,-1.6,-0.8
O=C(O)c1n[nH]c2c1CCCC2,-2.6,-4.1,2.9,4.2,-7.7,0.8,1.3,1.4,0.6
O=C(Cc1ccccc1)Nc1cccc(C(=O)N/N=C/c2ccco2)c1,-3.8,-1.9,-1.2,3.2,3.0,2.9,-14.2,-0.5,0.7

# From PubChem BioAssay

# Compounds were not picked by outcome. About 6.8% of those tested had a hit in this group.
